CCHF vOTU inh – CCHFV vOTU protease inhibition; AID 651958; actives 0.55% (n = 370,000); Pep-AMC fluorescence; inhibition, % at 11.5 µM; in the data active = inhibition above about 30%; note: 0% = vehicle wells with enzyme and 100% = no enzyme wells
BoNT-F LC inh – BoNT F light chain protease inhibition | Multiplex microsphere protease cleavage assay, flow cytometry | inhibition, % at 10 µM | actives 0.22% (n = 360,000) | AID 588497; in the data active = inhibition above about 35%, passing the limit was not always enough; inconclusive = no clear call, values can overlap the other calls; note: plate controls were buffer without enzyme for full effect and enzyme alone for no effect
FadD28 FP inh – inhibitors of Mycobacterium tuberculosis FadD28 bisubstrate binding; FadD28 bisubstrate probe binding, fluorescence polarization; inhibition, % at 12.5 µM; actives 0.22% (n = 360,000); in the data active = inhibition above about 8.5%, passing the limit was not always enough; inconclusive = no clear call, values can overlap the other calls
TcdB inh – TcdB glycohydrolase inhibition. P18177. TcdB glycohydrolase enzymatic assay, plate reader. inhibition, % at 9.99 µM. actives 0.24% (n = 350,000); in the data active = inhibition above about 10%
Yp Topo-I inh – Y. pestis Topo-I inhibition via cleavage products; Y. pestis Topo-I cleavage product accumulation, plate reader; activity, % at 10 µM; actives 0.064% (n = 360,000); in the data active = activity above about 50%, passing the limit was not always enough; inconclusive = no clear call, values can overlap the other calls; note: inactives centre near 2
Anthrax LF prot – anthrax lethal factor protease inhibition; multiplex microsphere protease cleavage assay, LF; inhibition, % at 10 µM; actives 0.12% (n = 360,000); AID 588501; note: plate controls were buffer without enzyme for full effect and enzyme alone for no effect
Target sequence (P15917 whole entry, looked up): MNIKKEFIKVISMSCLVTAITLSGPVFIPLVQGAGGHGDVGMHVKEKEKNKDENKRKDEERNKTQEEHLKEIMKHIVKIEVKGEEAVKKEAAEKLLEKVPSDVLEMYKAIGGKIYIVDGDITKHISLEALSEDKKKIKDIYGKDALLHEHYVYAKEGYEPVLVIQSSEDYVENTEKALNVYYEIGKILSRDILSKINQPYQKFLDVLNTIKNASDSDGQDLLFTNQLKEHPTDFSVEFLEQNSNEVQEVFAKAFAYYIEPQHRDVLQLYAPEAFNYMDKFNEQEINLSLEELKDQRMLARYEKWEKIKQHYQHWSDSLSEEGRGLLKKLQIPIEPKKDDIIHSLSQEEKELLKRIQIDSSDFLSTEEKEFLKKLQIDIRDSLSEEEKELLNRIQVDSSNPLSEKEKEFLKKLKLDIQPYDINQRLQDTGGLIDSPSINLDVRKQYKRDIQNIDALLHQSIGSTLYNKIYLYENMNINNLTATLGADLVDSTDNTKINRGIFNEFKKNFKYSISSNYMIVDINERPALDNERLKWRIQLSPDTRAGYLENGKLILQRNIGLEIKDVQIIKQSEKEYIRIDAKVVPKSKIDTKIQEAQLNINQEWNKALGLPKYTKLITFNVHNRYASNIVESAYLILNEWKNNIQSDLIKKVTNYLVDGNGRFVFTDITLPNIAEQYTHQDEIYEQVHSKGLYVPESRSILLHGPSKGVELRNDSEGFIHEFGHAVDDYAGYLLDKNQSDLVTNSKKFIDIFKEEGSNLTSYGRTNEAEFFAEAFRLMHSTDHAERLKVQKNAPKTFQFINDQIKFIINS
PfHsp40 rescue – rescue of PfHsp40-mediated yeast toxicity; S. cerevisiae expressing PfHsp40, growth rescue, ATP luminescence; growth rescue, % at 12.5 µM; actives 0.68% (n = 340,000); AID 504582; in the data active = growth rescue above about 28%, passing the limit was not always enough; inconclusive = no clear call, values can overlap the other calls;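 note: yeast W303a lacking pdr1 and pdr3 grown in galactose medium; growth measured after three days at 30 °C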
BoNT A protease – inhibitors of Botulinum neurotoxin A light chain protease. multiplex microsphere protease substrate cleavage, flow cytometry. actives 0.17% (n = 360,000). inhibition, % at 10 µM; note: plate controls were buffer without enzyme for full effect and enzyme alone for no effect
PrPC surface inh – cell surface PrPC inhibition, primary TR-FRET screen | actives 0.43% (n = 370,000) | TR-FRET read-out | AID 720596 | P04156 | inhibition, % at 13.8 µM; in the data active = inhibition above about 24%; note: 0% = median of the test wells and 100% = reference compound wells
* marks the source's active call; other numbers are inactive results; ? = inconclusive; nt = no result given; & = joins results of further samples. Cut-off read from the data, not from the text of the source, unless noted: active = inhibition above about 30%; inconclusive = no clear call, values can overlap the other calls; inactive = below that. Outcome played no part in choosing rows, and some 2.3% of all compounds hit somewhere here.

SMILES	CCHF vOTU inh	BoNT-F LC inh	FadD28 FP inh	TcdB inh	Yp Topo-I inh	Anthrax LF prot	PfHsp40 rescue	BoNT A protease	PrPC surface inh
Cc1cc(C)cc(NC(=O)c2sc3nc4n(c(=O)c3c2C)CCC4)c1	8	-6	-3.8	0.9	35	-1	0.1	-1.2	0
CCN(c1ccccc1)S(=O)(=O)c1ccc(C(=O)Nc2nnc(CSC)o2)cc1	-2	-8	-4.5	0.1	-10	-1	40*	-1.2	3
CCN(CC)S(=O)(=O)c1ccc(C(=O)NC2=C(C(=O)OC)SCC2)cc1	-4	2	0.9	nt	-2	-5	0.8	-1.0	-12
CC(C)n1cc(/C=C2\NC(=O)N(c3cccc(Cl)c3)C2=O)c2ccccc21	-1	-1	-2.4	1.1	-13	-3	-0.2	?	-5
COc1ccc(-n2nnnc2SCC(N)=O)cc1	-1	-10	-3.8	nt	-6	-2	3.9	0.0	1
CO[C@H]1C=C2CCN(C)[C@H]2C2c3cc4c(cc3C(=O)O[C@@H]21)OCO4 (stereo not given in full)	24	-48	-1.2	-0.1	0	-5	-1.0	-3.0	7
Cc1ccc(NC(=O)CCC(=O)NNS(=O)(=O)c2ccccc2)cc1C	7	0	-3.8	nt	-1	-1	-0.7	-0.5	-6
CC(C)C[C@H](NC(=O)c1[nH]cnc1C(=O)N[C@@H](Cc1ccccc1)C(=O)OC(C)(C)C)C(=O)OCc1ccccc1	29	-2	0.5	-0.1	10	-2	-2.3	-0.6	17
Cc1c(C)[n+](=O)c2c(n1[O-])CCC2	-2	2	0.7	nt	6	-5	-1.7	-0.6	5
CC(C)c1nc2cc(C(=O)N(C)Cc3ccc(F)cc3)ccc2o1	2	10	nt	0.2	25	7	-0.5	-0.1	-1
N#CC1=C(N)N(c2ccccc2Sc2ccccc2)C(=O)C1	1	-1	1.3	nt	4	-9	-0.5	0.3	0
O=C(Nc1nnc(-c2ccc(Cl)cc2)o1)c1nc2ccccc2s1	2	-11	-2.4	0.7	4	7	-1.6	-1.0	-1
COc1cc(C(=O)NNC(=O)CN2C(=O)NC3(CCCC3)C2=O)cc(OC)c1OC	0	2	nt	-1.0	-5	-9	-0.3	-1.4	-1
Clc1ccc(-c2nc3ccc(Br)cn3c2Cc2cccc(Cl)c2)cc1	19	-7	-5.8	0.0	nt	-1	nt	-0.9	30*
NC(=O)c1sc2nc3c(c(-c4ccc(Cl)cc4)c2c1N)CCCC3	-1	-7	-3.4	nt	23	-19	8.0	-1.0	-3

Structural class: the compounds so far with a thiophene ring, fused or not
SMILES	CCHF vOTU inh	BoNT-F LC inh	FadD28 FP inh	TcdB inh	Yp Topo-I inh	Anthrax LF prot	PfHsp40 rescue	BoNT A protease	PrPC surface inh
Cc1cc(C)cc(NC(=O)c2sc3nc4n(c(=O)c3c2C)CCC4)c1	8	-6	-3.8	0.9	35	-1	0.1	-1.2	0
NC(=O)c1sc2nc3c(c(-c4ccc(Cl)cc4)c2c1N)CCCC3	-1	-7	-3.4	nt	23	-19	8.0	-1.0	-3

(more compounds)
SMILES	CCHF vOTU inh	BoNT-F LC inh	FadD28 FP inh	TcdB inh	Yp Topo-I inh	Anthrax LF prot	PfHsp40 rescue	BoNT A protease	PrPC surface inh
Cc1ccc(S(=O)(=O)N2C[C@H]3C(=O)C[C@@H](c4cccc(C)c4)N(S(=O)(=O)c4ccc(C)cc4)[C@H]3C[C@H]2c2ccccc2)cc1	28	-9	-3.1	0.8	nt	-7	nt	-0.7	10
O=C(NC1CCN(C(=O)N2c3ccccc3Sc3ccccc32)CC1)c1ccccc1Cl	0	-8	-1.0	nt	-5	-5	0.8	-1.1	-5
CC12CCC(C1)C(C)(C)C2NS(=O)(=O)c1ccc(F)cc1 (stereo not given)	25	8	-1.4	5.0	4	-3	0.6	-0.2	3
Cc1c(Nc2nc3ccccc3n3cnnc23)cccc1[N+](=O)[O-]	-7	-19	-4.0	-0.2	-6	-7	-0.2	-3.6	-1
CCN(CC)S(=O)(=O)c1ccc(NC(=O)c2cccnc2Cl)c(NC(=O)c2cccnc2Cl)c1	-6	2	-7.8	1.2	6	3	-0.5	-0.8	-7
Cc1csc(NC(=O)CN2C(=O)c3ccccc3C2=O)c1C(N)=O	0	nt	0.5	1.9	2	nt	nt	nt	8
Cc1cccc(N2CCN(c3ccc4cc(S(=O)(=O)N5CCCCC5)ccc4n3)CC2)c1C	7	5	-3.2	0.5	-3	3	-0.9	4.4	-2
CCOC(=O)N1CCC(NC(=O)Cn2nc(Cc3ccncc3)c3ccccc3c2=O)CC1	-2	-6	1.3	1.0	9	-1	-0.1	-0.7	-8
O=C(CCCOc1ccccc1)Nc1ccc(Cl)c(S(=O)(=O)N2CCOCC2)c1	7	-34	-3.3	1.6	12	-5	0.5	-1.9	13
N/C(=N\OC(=O)c1ccc2c(c1)OCO2)c1ccc(Br)cc1	-6	-2	0.0	0.6	-11	0	-0.9	0.4	-2
COC(=O)C1=C(C)NC(C)=C(C(=O)OC)C1c1ccc(N(C)C)cc1	11	-2	-0.6	nt	-5	0	1.0	?	-4
CCc1nc(Nc2cc(OC)ccc2OC)c2oc3ccccc3c2n1	-7	-23	nt	0.3	5	0	-2.7	-0.3	7
CCCCSc1nc(C)cc(SCC(=O)N/N=C/c2cccc(OC)c2O)n1	8	-6	-4.6	nt	9	-4	104*	-0.3	9
CCCCCC(=O)C(=O)c1ccc(O)cc1O	22	7	-1.2	1.1	-4	9	0.1	0.9	6
COc1ccc(CNC(=O)C2(CC3CC(c4ccccc4)=NO3)CCN(C(=O)C3(C)CC3)CC2)cc1 (stereo not given)	9	1	-2.3	nt	35	1	0.2	0.1	12
C=CCn1c(SCC(=O)Nc2ccc(O)cc2)nc2sc(CC)cc2c1=O	28	-14	-1.1	-0.9	9	-18	-0.1	-1.7	2
Cc1ccc(NCCNc2ccc(C)cc2)cc1	-3	-5	1.5	nt	9	-10	-0.6	-0.1	-2
CCN(CC)C(=O)c1sc2nc(-c3ccccc3)ccc2c1N	-3	6	-2.2	1.0	2	1	0.4	1.4	7
Cc1cc(C(=O)O)ccc1-c1ccc(/C=N/n2cnnc2)o1	16	7	-4.3	-0.3	6	0	-1.2	2.3	-6
CC(C)c1ccc(NC(=O)C(=O)C2C(=O)Nc3ccccc32)cc1 (stereo not given)	-5	-7	15*	-0.4	1	-3	-2.1	0.0	-3
O=C1NC[C@@H](Cc2cccc3ccccc23)N(CCc2cccc(F)c2)C1=O	10	-1	nt	-0.5	nt	8	nt	-1.6	5
CCOC(=O)c1sc2nc(CSc3nc4ccccc4n3CC)[nH]c(=O)c2c1C	-11	-5	-1.7	nt	5	-6	-2.2	-0.4	-4
COc1ccc(S(=O)(=O)N2CCC[C@H]2C(=O)N2CCC[C@H]2C(=O)NCc2ccc(F)cc2F)cc1C	2	0	nt	-0.9	nt	-1	nt	0.0	8
CCCCCOC(=O)C1=C(C)NC(=O)NC1c1ccc(OC)cc1 (stereo not given)	10	17	-2.2	-3.0	9	-9	0.7	-2.8	7
C[C@@H]1CN([C@H](C)CO)C(=O)CCCn2nncc2CO[C@@H]1CN(C)C(=O)C1CC1	2	-3	0.7	0.4&0.2	6	-3	nt	-0.2	0
CCCn1c(CCC(=O)O)ccc1-c1ccc(OC)cc1	-4	1	1.9	nt	0	2	-0.3	2.4	8
Cn1c(C(=O)N2CCOCC2)cnc1Sc1ncc(C(F)(F)F)cc1Cl	-11	2	-0.5	nt	3	-4	-0.4	0.4	-3
CCOC(=O)[C@H]1[C@H]2COc3ccc(Cl)cc3[C@@H]2N2C(=O)CN(CC3CCCO3)C(=O)[C@@]12C (stereo not given in full)	-3	-6	-2.2	0.6	8	-6	?	0.1	3
N#CCCn1c2ccccc2c2nc3ccccc3nc21	17	2	-1.1	nt	0	-4	-0.3	4.8	-13
COc1ccc(S(=O)(=O)N(CC(=O)N2CCN(c3ccccc3OC)CC2)c2ccccc2)cc1	nt	-18	-1.6	nt	-2	-4	0.4	-1.2	nt
O=c1[nH]cnc2nc3n(c12)CCCCC3	13	1	-2.3	nt	-7	-2	0.2	-0.6	-1
NC(=O)/C(=C\c1ccco1)NC(=O)c1ccc(Br)o1	-8	-5	-3.2	-0.7	8	0	0.0	-1.2	6
COc1ccc(CSc2nc(C)cc(=O)[nH]2)cc1Br	-14	2	0.0	nt	3	0	0.3	0.4	7
CC(C)(C)c1ccc(C(=O)NCC(=O)OCC(=O)c2ccc3c(c2)-c2ccccc2C3)cc1	11	-4	0.0	nt	30	-1	1.8	-0.8	-2
O=C(NC1CCCCC1)C(c1ccc(F)cc1)N(Cc1ccco1)C(=O)c1csnn1 (stereo not given)	-2	-3	0.0	-1.8	16	-1	-0.1	-0.7	0
CCc1ccc(NCc2nc3ccccc3c(=O)[nH]2)cc1	-10	13	-3.0	nt	14	3	-0.1	0.7	0
N#CC1=C(Nc2ccccc2)SC=C(c2ccc(Cl)c(Cl)c2)N=C1N1CCOCC1	8	28	-4.7	nt	5	13	-1.5	5.3	-20
CC(C(=O)NC1C(=O)N2C(C(=O)O)=C(CSc3nnnn3C)CSC12)n1cc(Cl)cn1 (stereo not given)	5	-6	-3.2	0.8	6	-2	-0.2	-0.4	-8
Cc1cc(OC(C)C(=O)NCC(O)c2ccccc2)c2c(C)c(C)c(=O)oc2c1 (stereo not given)	-15	3	-1.1	0.2	-10	-4	-0.2	-0.9	-4
COc1ccc(NC(=O)C2CCCN2S(=O)(=O)c2ccc3c(c2)CC(C)N3C(C)=O)cc1OC (stereo not given)	2	-8	1.2	1.1	1	0	-1.1	-1.6	0
Oc1ccc(N2CCN(Cc3c(-c4ccccc4)nc4ccccn34)CC2)cc1	-12	4	-2.1	-0.3	0	-3	-1.4	0.8	-3
O=C(Nc1ccc(Oc2ccccc2)cc1)c1ccco1	nt	4	-6.9	nt	1	-1	5.4	0.0	nt
CC(=O)c1c(C)[nH]c(C(=O)COC(=O)c2ccc(C)s2)c1C	5	-9	-2.1	0.3	9	-2	-0.6	-0.5	-4
O=C(O)C1=C[C@@H](c2ccc3c(c2)OCO3)C[C@@H](OCc2ccc(CO)cc2)O1	-6	2	-1.0	-0.6&-2.1&-1.2	7	-4	0.0	0.4	3
NC(=O)Cn1c(=O)n(CCC(=O)Nc2ccc(F)cc2)c(=O)c2sccc21	3	0	-0.6	1.1	-3	-1	-0.7	0.2	-3
O=C(Nc1ccc(OCC(F)(F)C(F)F)cc1)c1ccncc1	10	-2	0.4	1.5	-11	-3	-0.4	-0.9	16
Cc1ccc(C(=O)N(CC(=O)NC2CCCCC2)c2ccccc2F)s1	9	-3	-0.1	1.2	2	3	0.6	-0.5	3
COc1ccc2nc(NNC(=O)c3cc(=O)c4ccccc4o3)sc2c1	4	-14	0.8	0.1	-9	-8	1.5	-0.7	-7
CCOc1nc(NCCc2ccc(OC)c(OC)c2)nc(NC(C)(C)CO)n1	4	-4	-1.9	nt	2	-2	2.1	-1.7	4
CCC(C)NC(=O)Nc1ccc(Br)cc1 (stereo not given)	8	0	-2.9	1.6	-4	0	-0.2	-0.4	16
Cc1ccc(SC(C)C(=O)NCc2ccncc2)cc1 (stereo not given)	0	-1	-4.4	-0.6	9	-5	-2.0	0.1	-1
CCOC(=O)N/N=C/c1ccccc1OCc1ccc(Cl)cc1	2	1	-0.5	-1.3	22	1	9.4	0.6	6
COC(=O)c1c(NC(=S)NN2CCOCC2)sc2c1CCCC2	-1	-2	-1.1	-0.5	0	-5	0.2	0.3	-14
CC(=O)Nc1ccc(NC(=O)COc2ccc(Cl)cc2Cl)cc1	-8	-21	-1.8	0.6	-2	-2	-0.2	-3.1	-1
O=C(CN1CCCCCC1)Nc1ccccc1OC(F)F	6	13	0.8	-1.2	2	-1	0.9	-2.1	-6
COc1cccc(CNC(=O)CCCNS(=O)(=O)c2cccs2)c1	4	0	0.7	nt	8	0	-1.2	-0.2	2

Bioassay records: PubChem, several laboratories
